Shiga toxin inh = blocks Shiga toxin action in Vero cells; Vero cells, Shiga toxin protein synthesis inhibition reporter; inhibition, % at 38.7 µM; 290,000 tested, 9.2% active; in the data active means inhibition mostly above about 28%, no sharp cut-off; inactive means mostly below about 43%; further: 0% is about no effect
LmPK inh = blocks Leishmania mexicana pyruvate kinase activity; Q27686; 290,000 tested, 0.37% active; AID 1721; Potency, µM (titrated, usually from 57.5 µM), without a hit: at the top dose activity change, negative = inhibition, usual class: inhibitors; purified LmPK, Kinase-Glo ATP luminescence, 1 h; further: potency means the concentration at half of the fitted maximal effect; on the % scale 0 is the no-effect control and ±100 the full control effect
Target sequence (Q27686 whole entry, looked up): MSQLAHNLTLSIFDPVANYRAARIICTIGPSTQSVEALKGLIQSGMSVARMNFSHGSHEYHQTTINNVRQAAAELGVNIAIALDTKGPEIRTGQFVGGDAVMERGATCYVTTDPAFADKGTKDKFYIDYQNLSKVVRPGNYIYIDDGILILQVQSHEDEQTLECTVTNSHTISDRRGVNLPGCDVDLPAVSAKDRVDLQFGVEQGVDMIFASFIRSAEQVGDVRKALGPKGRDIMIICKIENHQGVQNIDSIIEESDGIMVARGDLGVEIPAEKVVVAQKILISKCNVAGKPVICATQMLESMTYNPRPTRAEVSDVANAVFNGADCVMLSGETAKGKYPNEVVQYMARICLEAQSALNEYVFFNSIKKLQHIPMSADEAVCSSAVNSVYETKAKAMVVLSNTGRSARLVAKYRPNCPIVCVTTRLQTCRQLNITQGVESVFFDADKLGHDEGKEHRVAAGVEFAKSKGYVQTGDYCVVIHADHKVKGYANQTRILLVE
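Pyruvate kinase activity monitored as ATP production (luciferase luminescence). Conditions: 0.1 nM enzyme, 0.5 mM PEP, 0.1 mM ADP, 1 h, RT; normalized against uninhibited and no-enzyme wells.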
Cycloheximide cs = counter-screen for Shiga toxin inhibitors: cycloheximide protein synthesis inhibition; cell reporter, cycloheximide protein synthesis inhibition counterscreen; max response, %; 300,000 tested, 12% active; AID 2314; in the data active means max response mostly above about 13%, no sharp cut-off; inactive means mostly below about 14%; further: read at 38.3 µM for the half of the compounds with a filed dose; 0% is about no effect
Pf growth 96h = P. falciparum growth inhibition at 96 hour, primary screen for plastid delayed-death inhibitors; P. falciparum luciferase reporter growth, 96 h; Potency, µM (top dose mostly 28.7 µM), for inactives: top-dose activity change, negative = inhibition, hits mostly inhibitors; 320,000 tested, 6.9% active; further: potency means the concentration at half of the fitted maximal effect; on the % scale 0 is the no-effect control and ±100 the full control effect
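P. falciparum expressing integrated firefly luciferase, in erythrocytes at 2% hematocrit, 0.05% parasitemia, incubated with compounds 96 h at 37 C, 5% CO2. Growth inhibition read as loss of luminescence; two-generation exposure targets delayed-death apicoplast inhibitors.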
Pf growth 48h = inhibits P. falciparum growth in the first generation, 48 h; P. falciparum luciferase growth in erythrocytes, 48 h; Potency, µM (series often up to 28.7 µM), inactives show at the highest dose activity change, negative = inhibition, hits mostly inhibitors; 310,000 tested, 5.9% active; further: potency means the concentration at half of the fitted maximal effect; on the % scale 0 is the no-effect control and ±100 the full control effect
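First compound was added to culture medium, then infected red cells at 0.1% parasitemia and 2% hematocrit (final). After incubation at 37 C under 5% CO2, luciferase detection reagent was dispensed and light output recorded.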
Tb PYK inh = T. brucei pyruvate kinase inhibition; TbPYK enzyme, Kinase-Glo Plus ATP luminescence, 45 min; Potency, µM (top dose mostly 76.8 µM), without a hit: at the highest dose activity, negative = inhibition, most hits filed as inhibitors; 410,000 tested, 0.12% active; AID 624173; further: potency means the concentration at half of the fitted maximal effect; on the % scale 0 is the no-effect control and ±100 the full control effect; nearly all actives have a fitted effect of over 50% in size
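Assay buffer: 50 mM TEA pH 7.2, 100 mM KCl, 10 mM MgCl2, 0.05% BSA, 0.01% Tween-20. Pyruvate kinase from T. brucei plus substrate met compound, then ADP (130 uM final). Luminescence was read post 45 min RT.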
AMA1 RON2 block = AMA1-RON2 (P. falciparum) interaction inhibition. AlphaScreen AMA1-biotinylated RON2 peptide binding. Potency, µM (titrated, usually from 58.2 µM), without a hit: at the top dose activity change, negative = inhibition, usual class: inhibitors. 360,000 tested, 0.2% active. AID 720542;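 further: potency means the concentration at half of the fitted maximal effect; 0% = vehicle wells and -100% = peptide control; nearly all actives have a fitted effect of over 45% in size; some results filed as inactive show a strong effect at the top dose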
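AMA1 (3D7) with his tag at 25 nM final met compounds first, then biotinylated RON2 peptide at 25 nM; detection used donor plus acceptor beads, 10 µg/mL apiece, read by AlphaScreen after 30 min at room temperature.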
Active calls of the source: *; & = joins results of further samples; [ ] = remark or other dose. Unless noted, the call rests on the fitted dose curve; in most records, active means well fitted curve in the direction sought with a large enough effect; inconclusive means small, poorly fitted or top-dose-only effect, or another doubt; inactive means no such curve, though single readings can be large; an effect the other way counts as inactive or inconclusive.

What do the screens show for `CCOC(=O)CSc1nc2ccc(C)cc2cc1C#N`?
Shiga toxin inh: 80*; LmPK inh: 5%; Cycloheximide cs: 59*; Pf growth 48h: 228%[activator]; Tb PYK inh: 4%; AMA1 RON2 block: 4%

How did COc1ccccc1-n1c(=S)sc2c(=O)n(Cc3ccco3)c(SC)nc21 do in these assays?
Shiga toxin inh: -4; LmPK inh: 3%; Cycloheximide cs: -1; Pf growth 96h: inconclusive; Pf growth 48h: inconclusive; Tb PYK inh: -12%; AMA1 RON2 block: inconclusive

What do the screens show for `O=C(NS(=O)(=O)c1ccccc1)c1ccccc1`?
Shiga toxin inh: -14; LmPK inh: 1%; Cycloheximide cs: -3; Pf growth 48h: -8%; AMA1 RON2 block: -12%

What do the screens show for `Cc1c(C(=O)N2CCCCC2)c(S(=O)(=O)NCc2ccc(Cl)cc2)c(C)n1C`?
Shiga toxin inh: -10; LmPK inh: 8%; Cycloheximide cs: -2; Pf growth 96h: -12%; Pf growth 48h: -8%; Tb PYK inh: -2%; AMA1 RON2 block: -10%

How did COC(=O)c1cccc(Oc2cccc(Cl)n2)c1 do in these assays?
Shiga toxin inh: 19; LmPK inh: -1%; Cycloheximide cs: 8; Pf growth 96h: 79%[activator]; Pf growth 48h: 21%; Tb PYK inh: 4%; AMA1 RON2 block: 14%

What do the screens show for `O=C1CCC(C(=O)N2CCN(c3cnccn3)CC2)CN1CCc1ccc(Cl)cc1` (configuration not stated)?
Shiga toxin inh: -11; LmPK inh: 3%; Cycloheximide cs: -3; Pf growth 96h: 13%; Pf growth 48h: -5%; Tb PYK inh: 0%; AMA1 RON2 block: 8%

How did COc1ccc(C(=O)COc2cccc(NC(=O)c3ccco3)c2)cc1 do in these assays?
Shiga toxin inh: 10; LmPK inh: -4%; Cycloheximide cs: 12*; Pf growth 96h: -49%; Pf growth 48h: inconclusive; Tb PYK inh: 2%; AMA1 RON2 block: -1%

Results for CCOC(=O)C1=NOC(C(=O)NN(C)c2ncc(C(F)(F)F)cc2Cl)C1 (configuration not stated) ?
Shiga toxin inh: -4; LmPK inh: -3%; Cycloheximide cs: 7; Pf growth 96h: 49%[activator]; Pf growth 48h: inconclusive; Tb PYK inh: -3%; AMA1 RON2 block: -6%

Results for CCN(CC)CC(=O)N1c2ccccc2Oc2c(c(=O)n(C)c(=O)n2C)C1c1cccc([N+](=O)[O-])c1 (configuration not stated) ?
Shiga toxin inh: -4; LmPK inh: 0%; Cycloheximide cs: -4; Pf growth 96h: inconclusive; Pf growth 48h: 5.9µM*; Tb PYK inh: -4%; AMA1 RON2 block: 6%

What do the screens show for `CSc1nc2nc3c(cc2c(=O)n1-c1cccc(C)c1)COC(C)(C)C3`?
Shiga toxin inh: 8; LmPK inh: -4%; Cycloheximide cs: -3; Pf growth 96h: -17%; Pf growth 48h: -11%; Tb PYK inh: 1%; AMA1 RON2 block: 16%

How did Cc1cc(C)c(C(=O)COC(=O)Cn2cnnn2)cc1C do in these assays?
Shiga toxin inh: -16; LmPK inh: -2%; Cycloheximide cs: -1; Pf growth 96h: -17%; Pf growth 48h: 7%; Tb PYK inh: -4%; AMA1 RON2 block: -11%

What do the screens show for `CC(=O)Nc1cc(NC(C)=O)c2nc(N)sc2c1`?
Shiga toxin inh: -12; LmPK inh: 1%; Cycloheximide cs: -2; Pf growth 48h: 17%; Tb PYK inh: -1%; AMA1 RON2 block: 11%

How did CCCC(c1nnnn1CS(=O)(=O)c1ccc(C)cc1)N1CCN(C2CCCC2)CC1 (configuration not stated) do in these assays?
Shiga toxin inh: -1; LmPK inh: -1%; Cycloheximide cs: -8; Pf growth 96h: 7%; Pf growth 48h: inconclusive; Tb PYK inh: -2%; AMA1 RON2 block: -6%

Results for O=C(CNCC1CCCCC1)Nc1ccccc1N1CCCCC1 ?
Shiga toxin inh: -17; LmPK inh: -4%; Cycloheximide cs: -3; Pf growth 96h: 69%[activator]; Pf growth 48h: inconclusive; Tb PYK inh: -7%; AMA1 RON2 block: 3%

How did CC(C)C(OC(=O)/C=C/c1ccc2c(c1)OCO2)C(=O)NC(N)=O (configuration not stated) do in these assays?
Shiga toxin inh: 26; LmPK inh: -2%; Cycloheximide cs: 5; Pf growth 96h: 26%; Pf growth 48h: 212%[activator]; Tb PYK inh: 1%; AMA1 RON2 block: 1%

What do the screens show for `CC1(OC(=O)CCc2ccccc2)C(=O)C=C2C=C(c3ccc(C#N)cc3)N(C3CC3)C=C2C1=O` (configuration not stated)?
Shiga toxin inh: -14; LmPK inh: -3%[11.5 µM]; Cycloheximide cs: -4; Pf growth 96h: inconclusive; Pf growth 48h: 13µM*; Tb PYK inh: -6%; AMA1 RON2 block: -26%

What do the screens show for `CCN(CC)C(=O)c1ccccc1NC(=O)c1ccccc1SC`?
Shiga toxin inh: -7; LmPK inh: -7%; Cycloheximide cs: -1; Pf growth 96h: 23%; Pf growth 48h: -1%; Tb PYK inh: 5%; AMA1 RON2 block: 17%

Results for O=C(NCCOCC(F)(F)C(F)F)c1cc(F)c(F)cc1Cl ?
Shiga toxin inh: -4; LmPK inh: -3%; Cycloheximide cs: 3; Pf growth 48h: -12%; Tb PYK inh: 9%; AMA1 RON2 block: 21%

Results for O=C(O)c1ccccc1/C=N/NC(=O)c1cc(-c2ccco2)nc2ccccc12 ?
Shiga toxin inh: -5; LmPK inh: 27%; Cycloheximide cs: 6; Pf growth 96h: 21%; Pf growth 48h: 2%; Tb PYK inh: -6%; AMA1 RON2 block: -9%

Results for COc1ccc(C(=O)NCC2COc3ccccc3O2)cc1S(=O)(=O)N1CCOCC1 (configuration not stated) ?
Pf growth 96h: inconclusive; Pf growth 48h: inconclusive; Tb PYK inh: -9%; AMA1 RON2 block: -16%

What do the screens show for `CCc1ccccc1NC(=O)c1cc(-c2ccc(OC)cc2)on1`?
Shiga toxin inh: 1; LmPK inh: -2%; Cycloheximide cs: -1; Pf growth 96h: inconclusive; Pf growth 48h: 35%[activator]; Tb PYK inh: -1%&-3%; AMA1 RON2 block: -4%

What do the screens show for `C/C(=N/NC(=O)c1cc(C2CC2)[nH]n1)c1cccs1`?
Shiga toxin inh: 5; LmPK inh: 22µM*; Cycloheximide cs: 25*; Pf growth 96h: 18%; Tb PYK inh: -5%; AMA1 RON2 block: 37%

Results for COc1cc(/C=N/NC(=O)C(Cc2c[nH]c3ccccc23)NC(=O)OCc2ccccc2)cc([N+](=O)[O-])c1O (configuration not stated) ?
Shiga toxin inh: 6; LmPK inh: -2%; Cycloheximide cs: 1; Pf growth 96h: 2%; Pf growth 48h: -4%; Tb PYK inh: -11%; AMA1 RON2 block: 1%

Results for CCOC(=O)C1(CCOc2ccccc2)CCN(Cc2cc(OC)c3c(c2)OCO3)CC1 ?
Shiga toxin inh: -9; LmPK inh: 0%; Cycloheximide cs: -1; Pf growth 96h: inconclusive; Pf growth 48h: inconclusive; Tb PYK inh: -2%; AMA1 RON2 block: inconclusive

What do the screens show for `COC(=O)CCc1n[nH]c(=O)[nH]c1=O`?
Shiga toxin inh: -12; LmPK inh: -1%; Cycloheximide cs: -3; Pf growth 96h: 14%; Pf growth 48h: 12%; Tb PYK inh: 0%; AMA1 RON2 block: -16%

Results for O=C(/C=C/c1ccccc1O)c1ccco1 ?
Shiga toxin inh: 61*; LmPK inh: -3%; Cycloheximide cs: 30*; Pf growth 96h: 13%; Pf growth 48h: 0%; Tb PYK inh: -12%; AMA1 RON2 block: 6%

What do the screens show for `CC1=C(C)CC(C(=O)NCCc2ccc(F)cc2)C(C(=O)O)C1` (configuration not stated)?
Shiga toxin inh: -9; LmPK inh: 1%; Cycloheximide cs: -3; Pf growth 96h: -10%; Pf growth 48h: 5%; Tb PYK inh: 8%; AMA1 RON2 block: 3%

How did CCOc1ccc(/C=N/n2c(SC)nnc2-c2ccccc2)cc1OCC do in these assays?
Shiga toxin inh: -6; LmPK inh: 3%; Cycloheximide cs: -3; Pf growth 96h: -37%; Pf growth 48h: 11%; Tb PYK inh: -6%; AMA1 RON2 block: -14%

Results for CCOC(=O)NN1C(=O)c2ccccc2NC1c1cccs1 (configuration not stated) ?
Shiga toxin inh: -4; LmPK inh: -3%; Cycloheximide cs: 1; Pf growth 96h: 12%; Pf growth 48h: 40%[activator]; Tb PYK inh: 2%; AMA1 RON2 block: -8%

What do the screens show for `CCOc1ccc(CN2CCCN(C)CC2)cc1`?
Shiga toxin inh: -6; LmPK inh: -4%; Cycloheximide cs: -2; Pf growth 96h: 14%; Tb PYK inh: -2%; AMA1 RON2 block: -15%

Four records drawn at random from the list so far, as already listed:
What do the screens show for `COC(=O)CCc1n[nH]c(=O)[nH]c1=O`?
Shiga toxin inh: -12; LmPK inh: -1%; Cycloheximide cs: -3; Pf growth 96h: 14%; Pf growth 48h: 12%; Tb PYK inh: 0%; AMA1 RON2 block: -16%

What do the screens show for `CCOc1ccc(CN2CCCN(C)CC2)cc1`?
Shiga toxin inh: -6; LmPK inh: -4%; Cycloheximide cs: -2; Pf growth 96h: 14%; Tb PYK inh: -2%; AMA1 RON2 block: -15%

How did CCOc1ccc(/C=N/n2c(SC)nnc2-c2ccccc2)cc1OCC do in these assays?
Shiga toxin inh: -6; LmPK inh: 3%; Cycloheximide cs: -3; Pf growth 96h: -37%; Pf growth 48h: 11%; Tb PYK inh: -6%; AMA1 RON2 block: -14%

Results for CCOC(=O)NN1C(=O)c2ccccc2NC1c1cccs1 (configuration not stated) ?
Shiga toxin inh: -4; LmPK inh: -3%; Cycloheximide cs: 1; Pf growth 96h: 12%; Pf growth 48h: 40%[activator]; Tb PYK inh: 2%; AMA1 RON2 block: -8%

The list goes on:
How did C=CCn1c(O)c(/C=N/N2CCOCC2)c(=O)[nH]c1=S do in these assays?
Shiga toxin inh: -13; LmPK inh: 6%; Cycloheximide cs: 1; Pf growth 96h: 19%; Pf growth 48h: 8%; Tb PYK inh: -3%; AMA1 RON2 block: 22%

How did Cc1csc(SC(C)C(=O)NCc2ccc3c(c2)OCO3)n1 (configuration not stated) do in these assays?
Shiga toxin inh: 44; LmPK inh: -3%; Cycloheximide cs: 11; Pf growth 96h: 31%[activator]; Pf growth 48h: 16%; Tb PYK inh: 5%; AMA1 RON2 block: 9%

How did O=C(CCl)Nc1cccc(S(=O)(=O)N2CCCCCC2)c1 do in these assays?
Shiga toxin inh: -6; LmPK inh: 4%; Cycloheximide cs: 9; Pf growth 96h: 5.2µM*; Pf growth 48h: 6.6µM*; Tb PYK inh: -4%; AMA1 RON2 block: -22%

Results for Cc1cccc[n+]1CC(=O)c1ccc(NC(=O)c2ccccc2)cc1 ?
Shiga toxin inh: 11; LmPK inh: 2%; Cycloheximide cs: 4; Pf growth 96h: 11%; Pf growth 48h: 2.9µM*; Tb PYK inh: -1%; AMA1 RON2 block: -3%

How did CC(C(=O)Nc1ccccc1C(=O)N1CCCC1)n1nnc2ccccc21 (configuration not stated) do in these assays?
Shiga toxin inh: 15; LmPK inh: 2%; Cycloheximide cs: -2; Pf growth 48h: 8%; Tb PYK inh: 11%; AMA1 RON2 block: -3%
